Source: PubChem BioAssay (National Center for Advancing Translational Sciences (NCATS))
IMPase Li cell – IMPase inhibition in cells with lithium potentiation; CHO-M1 cells, IP1 TR-FRET (IP-One), carbachol + lithium; Potency, µM (highest dose often 59.4 µM), without a hit: at the highest dose activity, negative = IMPase inhibition, hits mostly inhibitors; actives 0.35% (n = 210,000);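 also: IP1 builds up when IMPase is blocked and the TR-FRET signal falls; potency is read from the fitted curve at half-maximal effect; plate controls were basal vehicle for no effect and high inhibitor control for full effect; nearly all actives have a fitted effect of over 50% in size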
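Lithium-sensitised IP1 accumulation assay; M1-expressing CHO cells treated 30 min at 37C with compound. Competitive antibody detection by time-resolved FRET followed a 10 min room-temperature lysis step.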
LMNA splice mod – changes lamin A minigene splicing in HeLa cells; HeLa LMNA splicing GFP/RFP minigene ratio, 48 h; Potency, µM (titrated, usually from 46.1 µM), inactives show top-dose ratio change, negative = inhibition, usual class: inhibitors; actives 0.01% (n = 200,000); AID 1487; active = well fitted inhibition curve with a large enough effect in the signal ratio, with a control signal flat, not every such curve was filed as active; inconclusive = small, poorly fitted or top-dose-only effect, or effect the other way, or a change in a side signal; the % refers to the signal ratio; also: potency is read from the fitted curve at half-maximal effect; % is scaled to controls: 0 for no effect and ±100 for the full control effect
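S3 HeLa stable clones carrying a lamin A-EGFP splicing minigene plus DsRed2 were seeded at 600 cells/well in Opti-MEM with 2% FBS, pin-dosed and incubated 48 h at 37°C. Acumen cytometry (488 nm) gave the GFP/RFP total-intensity ratio.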
SMN2 splice enh – increases expression of the SMN2 splice variant; HEK293 SMN2-luciferase splicing reporter, luminescence, 30-36 h; Potency, µM (titrated, usually from 46.1 µM), for the others: at the top dose activity change, positive = activation, hits mostly activators; actives 2.8% (n = 210,000); AID 1458; also: potency is read from the fitted curve at half-maximal effect; % of control where 0% means no effect; nearly all actives have a fitted effect of over 55% in size
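qHTS luciferase splicing reporter: luminescence rises when SMN2 exon 7 is included in transfected HEK293 cells. Compound exposure lasted 30-36 h at 37C, with 4.5 mM final sodium butyrate as control, followed by a ONE-Glo read.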
HTT ATP protect – protects HTT-Q103 PC12 cells, measured by ATP. PC12 HTT-Q103 induced, cytoprotection, ATP luminescence, 40 h. actives 0.14% (n = 230,000). Potency, µM (series often up to 56.4 µM), for the others: cytoprotection (ATP increase), actives largely listed as activators;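 also: potency is read from the fitted curve at half-maximal effect; % of control where 0% means no effect; nearly all actives have a fitted effect of over 45% in size; toxic huntingtin expression switched on by the ecdysone agonist tebufenozide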
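Huntington model: PC12 line, ecdysone-inducible HTTQ103 exon1–GFP, tebufenozide 100 nM. Test articles in a dose series. Endpoint luminescence from cellular ATP.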
HttQ103 aggreg – mutant huntingtin aggregation inhibition; PC12 HttQ103-GFP aggregates, Acumen cytometry, 40 h; Potency, µM (highest dose often 46.1 µM), for the others: top-dose activity change, negative = inhibition, hits mostly inhibitors; actives 1.1% (n = 220,000); also: potency is read from the fitted curve at half-maximal effect; % is scaled to controls: 0 for no effect and ±100 for the full control effect; nearly all actives have a fitted effect of over 60% in size
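Quantitative HTS on tebufenozide-induced (100 nM) PC12 cells stably expressing polyQ103 Huntingtin exon 1–GFP. Reduction of bright GFP aggregates, detected by laser scanning cytometry after lysis, identified actives across the titration.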
CBFb-RUNX1 inh – inhibitors of human CBF-beta and RUNX1 interaction | AlphaScreen CBFb-His/RUNX1-biotin binding, biochemical | Potency, µM (series often up to 59.8 µM), for inactives: at the top dose activity, negative = inhibition, actives largely listed as inhibitors | AID 1477 | 230,000 tested, under 10 active | Q01196+Q13951; also: % of control where 0% means no effect
Target sequence (Q01196 whole entry, looked up): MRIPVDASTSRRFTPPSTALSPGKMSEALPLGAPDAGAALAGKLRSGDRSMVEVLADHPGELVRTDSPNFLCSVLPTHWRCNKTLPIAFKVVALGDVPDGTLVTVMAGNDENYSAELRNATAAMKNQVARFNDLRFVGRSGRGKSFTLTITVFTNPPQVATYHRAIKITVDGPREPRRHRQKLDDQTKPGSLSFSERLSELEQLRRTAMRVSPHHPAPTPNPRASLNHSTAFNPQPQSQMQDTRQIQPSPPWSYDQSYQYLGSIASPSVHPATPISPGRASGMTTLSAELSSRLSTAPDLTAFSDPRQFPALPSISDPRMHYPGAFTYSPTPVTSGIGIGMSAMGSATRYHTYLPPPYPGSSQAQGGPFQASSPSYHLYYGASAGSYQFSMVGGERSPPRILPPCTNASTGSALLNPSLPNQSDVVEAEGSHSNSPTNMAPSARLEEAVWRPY
Target sequence (Q13951 whole entry, looked up): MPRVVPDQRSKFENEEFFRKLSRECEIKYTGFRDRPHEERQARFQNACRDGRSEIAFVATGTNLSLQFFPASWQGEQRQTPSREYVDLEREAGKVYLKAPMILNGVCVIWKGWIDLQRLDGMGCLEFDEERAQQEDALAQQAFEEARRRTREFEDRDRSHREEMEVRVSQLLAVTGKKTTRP
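Inhibition was taken as any reduction in AlphaScreen signal from the CBF-beta–RUNX1 pair (His and biotin tags, 30 nM each), measured after compound (15 min) and bead (90 min) incubations at room temperature.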
Luc counter – counter-screen: inhibitors of Kinase-Glo firefly luciferase; Q27757; Kinase-Glo luciferase, ATP luminescence, 8 min; Potency, µM (titrated, usually from 38.3 µM), for the others: at the highest dose activity change, negative = inhibition, usual class: inhibitors; actives 0.28% (n = 200,000); AID 1379; also: potency is read from the fitted curve at half-maximal effect; % is scaled to controls: 0 for no effect and ±100 for the full control effect; nearly all actives have a fitted effect of over 60% in size
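Inhibition of Kinase-Glo luciferase light generation was assessed at 10 uM ATP in pH 7.2 imidazole buffer, with luminescence measured after eight minutes at ambient temperature.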
Numbers without * were called inactive; [ ] = another dose, or the depositor's remark. Unless noted, calls follow the shape of the dose curve; as a rule, active = well fitted curve in the direction sought with a large enough effect; inconclusive = small, poorly fitted or top-dose-only effect, or another doubt; inactive = no such curve, though single readings can be large; an effect the other way counts as inactive or inconclusive.

Results for CC1=NN(c2ccc(Br)cc2)C(=O)/C1=C/c1cccs1 ?
IMPase Li cell: 7%[38.3 µM]; LMNA splice mod: 3%; SMN2 splice enh: -22%; HTT ATP protect: 1%; HttQ103 aggreg: 8%; CBFb-RUNX1 inh: -9%; Luc counter: 0%

What do the screens show for `COC(=O)[C@@H](NC(=O)N1CCN(c2cccc(C(F)(F)F)c2)CC1)C(C)C`?
IMPase Li cell: -4%; LMNA splice mod: -10%; SMN2 splice enh: -29%; HTT ATP protect: 5%[10 µM]; HttQ103 aggreg: -8%; CBFb-RUNX1 inh: 16%; Luc counter: 7%

What do the screens show for `CSc1ncc(Cl)c(C(=O)Nc2nnc(SC)s2)n1`?
IMPase Li cell: 7%[38.3 µM]; LMNA splice mod: 5%; SMN2 splice enh: 0%; HTT ATP protect: -16%[0.074 µM]; HttQ103 aggreg: -17%; CBFb-RUNX1 inh: 2%; Luc counter: -1%

What do the screens show for `Cc1ccc(OC(C)C(=O)Nc2ccc(S(=O)(=O)Nc3cc(C)on3)cc2)cc1` (centres undefined)?
IMPase Li cell: 36%[activator][38.3 µM]; LMNA splice mod: 14%; SMN2 splice enh: -20%; HTT ATP protect: -13%; HttQ103 aggreg: 4%; CBFb-RUNX1 inh: 5%; Luc counter: 3%

What do the screens show for `Cc1ccc(C(=O)Oc2ccc(N3C(=O)CCC3=O)c(C)c2)cc1`?
IMPase Li cell: 3%; LMNA splice mod: inconclusive; SMN2 splice enh: 7%; HTT ATP protect: -15%[10 µM]; HttQ103 aggreg: 7%; CBFb-RUNX1 inh: -6%; Luc counter: -1%

How did O=C1CC(c2ccc(Cl)cc2)CC(O)=C1C=NCCN1CCNCC1 (centres undefined) do in these assays?
IMPase Li cell: 27%[38.3 µM]; LMNA splice mod: -3%; SMN2 splice enh: -2%; HTT ATP protect: 1%; HttQ103 aggreg: 1%; CBFb-RUNX1 inh: -1%; Luc counter: 1%

How did COc1cccc(CNC(=S)NC2CCCC2)c1 do in these assays?
LMNA splice mod: inconclusive; HTT ATP protect: 0%[10 µM]; HttQ103 aggreg: inconclusive; CBFb-RUNX1 inh: -2%

How did CCCCn1nc(C(=O)NC2=NCCS2)c2ccccc2c1=O do in these assays?
IMPase Li cell: 26%[38.3 µM]; LMNA splice mod: -2%; SMN2 splice enh: 21%; HTT ATP protect: -25%; HttQ103 aggreg: 0%; CBFb-RUNX1 inh: 7%; Luc counter: -1%

How did COCC(=O)Nc1nc2n(n1)C(c1ccc(OC)cc1)CC(c1ccc(OC)cc1)N2 (centres undefined) do in these assays?
IMPase Li cell: 24%[38.3 µM]; LMNA splice mod: 2%; SMN2 splice enh: 15%; HTT ATP protect: -12%[0.074 µM]; HttQ103 aggreg: -3%; CBFb-RUNX1 inh: -8%; Luc counter: -1%

How did Cc1cc(C)nc(NC(=O)NS(=O)(=O)N2CCCCCC2)n1 do in these assays?
IMPase Li cell: 15%[38.3 µM]; LMNA splice mod: -1%; SMN2 splice enh: 8%; HTT ATP protect: 5%; HttQ103 aggreg: -11%; CBFb-RUNX1 inh: 5%; Luc counter: -3%

What do the screens show for `C=CCNC(=O)COC(=O)CNC(=O)c1cc(Cl)cc([N+](=O)[O-])c1`?
IMPase Li cell: -6%; LMNA splice mod: -15%[46 µM]; SMN2 splice enh: 3%; HTT ATP protect: 6%; HttQ103 aggreg: 6%; CBFb-RUNX1 inh: 0%; Luc counter: 2%

Results for O=C(CS(=O)(=O)Cc1ccccc1)Nc1ccc(Cl)cn1 ?
IMPase Li cell: -6%; LMNA splice mod: -1%; SMN2 splice enh: 5%; HTT ATP protect: 12%[10 µM]; HttQ103 aggreg: -3%; CBFb-RUNX1 inh: -1%; Luc counter: 0%

Results for CC1=NN(C(C#N)c2ccccc2C)C(C)(C)C1 (centres undefined) ?
IMPase Li cell: 4%; LMNA splice mod: 4%[46 µM]; SMN2 splice enh: -1%; HttQ103 aggreg: 10%; CBFb-RUNX1 inh: 7%; Luc counter: 1%

How did CCOc1c2ccc(C(=O)NCc3ccc4c(c3)OCO4)cc2nn1CCOC do in these assays?
IMPase Li cell: -30%[38.3 µM]; LMNA splice mod: 12%; SMN2 splice enh: 0%; HTT ATP protect: 3%; HttQ103 aggreg: 15%; CBFb-RUNX1 inh: 1%; Luc counter: 1%

What do the screens show for `COCCNC(=O)CN(Cc1ccc(Cl)cc1)S(C)(=O)=O`?
IMPase Li cell: 24%[38.3 µM]; LMNA splice mod: 4%; SMN2 splice enh: 20%; HTT ATP protect: -3%; HttQ103 aggreg: 9%; CBFb-RUNX1 inh: -4%; Luc counter: -4%

Results for CCOC(=O)N1CCN(C(=O)CCCCn2c(=S)[nH]c3ccsc3c2=O)CC1 ?
IMPase Li cell: -7%; LMNA splice mod: inconclusive; SMN2 splice enh: -23%; HTT ATP protect: 9%; HttQ103 aggreg: -9%; CBFb-RUNX1 inh: 2%; Luc counter: -5%

What do the screens show for `COc1ccc(Cn2nnnc2C(CC(C)C)N2CCC(C(N)=O)CC2)cc1` (centres undefined)?
IMPase Li cell: 3%; LMNA splice mod: 6%[46 µM]; HTT ATP protect: 3%[10 µM]; HttQ103 aggreg: 7%[9.22 µM]; CBFb-RUNX1 inh: -3%; Luc counter: -4%

Results for O=C1Nc2ccc(F)cc2C12SCCS2 ?
IMPase Li cell: -18%[38.3 µM]; LMNA splice mod: 7%; SMN2 splice enh: -5%; HTT ATP protect: 10%; HttQ103 aggreg: -2%; CBFb-RUNX1 inh: -5%; Luc counter: -2%

How did N#Cc1c(NC(=S)NC(=O)C2CCCC2)sc2c1CCCCC2 do in these assays?
LMNA splice mod: inconclusive; HTT ATP protect: 26%[10 µM]; HttQ103 aggreg: 47%; CBFb-RUNX1 inh: 0%

What do the screens show for `O=C(CCc1nnc(CCCCc2ccccc2)o1)NCc1cc(F)ccc1F`?
IMPase Li cell: 7%; HTT ATP protect: 3%[10 µM]; HttQ103 aggreg: 8%[9.22 µM]; CBFb-RUNX1 inh: 5%; Luc counter: -1%

What do the screens show for `COC(=O)c1cn(C(=O)c2ccc(C)cc2C)c2ccccc12`?
IMPase Li cell: 16%; HTT ATP protect: 8%[10 µM]; HttQ103 aggreg: -2%[9.22 µM]; CBFb-RUNX1 inh: inconclusive

Results for Cc1ccc(-c2nnc(Nc3ccc(C(=O)N(C)C)cc3)c3ccccc23)cc1S(=O)(=O)NCC1CCCO1 (centres undefined) ?
IMPase Li cell: 6%; LMNA splice mod: -3%; SMN2 splice enh: 5%; HTT ATP protect: 4%[10 µM]; HttQ103 aggreg: -6%; CBFb-RUNX1 inh: -1%; Luc counter: -2%

How did O=C(CCCc1c[nH]c2ccccc12)Nc1ccc(S(=O)(=O)Nc2ncccn2)cc1 do in these assays?
HTT ATP protect: 5%[10 µM]; HttQ103 aggreg: 15%[9.22 µM]; CBFb-RUNX1 inh: -2%

What do the screens show for `Cc1cc(OCC(=O)N2CCCCCC2)ccc1[N+](=O)[O-]`?
IMPase Li cell: -3%; LMNA splice mod: -5%; SMN2 splice enh: 13µM*; HTT ATP protect: 27%[10 µM]; HttQ103 aggreg: -14%; CBFb-RUNX1 inh: -1%; Luc counter: 0%

What do the screens show for `CCc1cc2c(NCC3CCCO3)ncnc2s1` (centres undefined)?
IMPase Li cell: 10%[38.3 µM]; LMNA splice mod: inconclusive; SMN2 splice enh: -33%[inhibitor]; HTT ATP protect: -4%[10 µM]; HttQ103 aggreg: inconclusive; CBFb-RUNX1 inh: 11%; Luc counter: -1%

How did CCn1c2ccccc2c(=O)c2ccccc21 do in these assays?
IMPase Li cell: 16%; HTT ATP protect: -8%[10 µM]; HttQ103 aggreg: -8%[9.22 µM]; CBFb-RUNX1 inh: 2%; Luc counter: 0%

Results for CC(C)Cn1[nH]c2c3c(ccc2c1=O)C(=O)c1ccccc1C3=O ?
IMPase Li cell: 51%[activator][38.3 µM]; LMNA splice mod: -10%; SMN2 splice enh: -69%[inhibitor]; HTT ATP protect: -70%[inhibitor]; HttQ103 aggreg: 22µM*; CBFb-RUNX1 inh: -7%; Luc counter: -14%

Results for Cc1ccc(N2C(=O)C3C4C=CC(CNC(=S)Nc5ccc(F)cc5)(O4)C3C2=O)cc1 (centres undefined) ?
IMPase Li cell: -2%; LMNA splice mod: inconclusive; SMN2 splice enh: 4%; HTT ATP protect: 13%[10 µM]; HttQ103 aggreg: 16%; CBFb-RUNX1 inh: -3%; Luc counter: 3%

Results for COC(=O)c1cc(-c2c(C)oc3cc(OC(C)C)ccc3c2=O)c(C)o1 ?
IMPase Li cell: -14%[38.3 µM]; LMNA splice mod: inconclusive; SMN2 splice enh: -22%; HTT ATP protect: 0%; HttQ103 aggreg: 7%; CBFb-RUNX1 inh: 1%; Luc counter: 2%

No enrichment for hits, and some 4% of all compounds hit somewhere here.
